Source: PubChem BioAssay (several laboratories)
AI-2 QS mod: modulates the Vibrio harveyi AI-2 quorum sensing system | activity change, % at 7.5 µM | Vibrio harveyi JMH597 AI-2 luminescence/OD600 ratio, 9 h; stronger effect = lower value; strain lacks LuxN and CqsS sensors; 0 = neutral-control median | 0.4% of 300,000 active; in the data active = activity change below about -75%, passing the limit was not always enough; inconclusive = no clear call, values can overlap the other calls;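 note: luminescence divided by OD600 gain over 9 h not by final OD600 alone; inactives centre near 13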
HSF1 inh: HSF1 inhibition; NIH3T3-HGL HSE-luciferase, MG132-induced, luminescence 8 h; stronger effect = lower value; activity change, negative = inhibition, % at 7.5 µM (by protocol); 0.77% of 300,000 active;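 active = more than half of replicate wells show activity change below -50%, luminescence cut by over half; inconclusive = some wells, but at most half, below -50%; inactive = no replicate well below -50%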;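 note: luciferase reports HSF-1 transcriptional activity via heat shock element; 0% = median of DMSO wells and -100% = zero luminescence signal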
aSyn UTR inh: 5' untranslated region of α-synuclein, MLPCN primary screen; AID 1813; alpha-synuclein 5'UTR reporter, inhibitor activity; 0.82% of 300,000 active; inhibition, % (tested at 7.5 µM); in the data active = inhibition above about 60%; inconclusive = no clear call, values can overlap the other calls;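 note: H4 neuroglioblastoma cells stably carrying SNCA 5'UTR luciferase fusion; 0% = DMSO wells and 100% = positive control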
HSP90 refold inh: blocks HSP90-mediated luciferase refolding in reticulocyte lysate; Rabbit reticulocyte lysate, luciferase refolding luminescence, 3 h; inhibition, % at 5.6 µM; 0.91% of 290,000 active;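 active = inhibition above the screen-wide mean plus 3 SD, computed separately per campaign, cut at about 16% in these data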;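 note: 0% = DMSO wells and 100% = 60 µM geldanamycin wells; inhibitors lower the luminescence because luciferase stays unfolded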
HSF-1 act: increases HSF-1 driven luciferase reporter signal. NIH3T3-HGL HSF-1 luciferase reporter, MG132, 8 h; 100% = twice DMSO control signal. activation, % at 9 µM. 1.7% of 300,000 active. AID 504408;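 active = mean replicate activation of at least 50% with a set share of replicates each reaching 50%; inconclusive = only one of those two conditions met; inactive = mean below 50% and too few replicates reaching it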;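 note: 0% = median of the neutral control wells and 100% = twice that signal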
IEC-6 cytotox: counter-screen for KLF5 inhibitors: cytotoxicity in IEC-6 cells; 0.78% of 290,000 active; IEC-6 cytotoxicity, luminescence viability; inhibition, % at 5 µM; in the data active = inhibition above about 22%;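 note: 0% = plate median of test compound wells and 100% = cytotoxic reference compound wells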
SKKanGAS inh: blocks kanamycin growth of S. pyogenes SKKanGAS strain. inhibition, % at 7.5 µM. BacTiter-Glo, 6 h. 1.3% of 300,000 active. AID 1662;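 active = mean replicate score, as percent of positive control median, at least 50; inconclusive = mean below 50 but one replicate at or above 50; inactive = mean and every replicate below 50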;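 note: strain carries kanamycin resistance gene driven by streptokinase promoter and grows in 40 µg/ml kanamycin; loss of luminescence reflects streptokinase promoter inhibition or plain growth inhibition; 0% = median of DMSO wells and 100% = positive control at its reference dose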
HIF act: HIF pathway transcriptional activation; U2OS HRE-luciferase reporter, luminescence; normalized: DMSO 0%, desferrioxamine 100%; activation, % at 7.5 µM (by protocol); 0.32% of 300,000 active; AID 1910;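 active = mean activation of at least 10% of the iron chelator positive control signal, with at least half of replicates also reaching 10%; inconclusive = mean and replicate majority disagree about reaching 10%; inactive = mean and most replicates under 10%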
Platelet DG rel: modulates dense granule release in human platelets; human platelet-rich plasma, SFLLRN dense granule ATP release, luminescence; inhibition, %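 (compounds screened at 7.5 µM in platelet-rich plasma)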; 0.22% of 300,000 active; AID 1663;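 active = mean replicate score, as percent of positive control, at or above 50; inconclusive = mean below 50 but at least one replicate at or above 50; inactive = mean and every replicate below 50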
KLF5 inhibitor: suppresses KLF5 promoter-driven expression; DLD-1 KLF5 promoter-luciferase reporter, luminescence; 0.23% of 290,000 active; inhibition, % at 5 µM;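 active = inhibition above a per-plate limit of that plate's mean compound inhibition plus 3 SD, cut at about 60% in these data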;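 note: 0% = DMSO wells and 100% = LY294002 at 200 µM; higher means less KLF5 promoter-driven luciferase light; inactives centre near -14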
* = called active by the depositor; ? = inconclusive; . = no result given.

SMILES	AI-2 QS mod	HSF1 inh	aSyn UTR inh	HSP90 refold inh	HSF-1 act	IEC-6 cytotox	SKKanGAS inh	HIF act	Platelet DG rel	KLF5 inhibitor
COc1ccc(/C=N/NC(=O)CN(Cc2ccccc2)S(=O)(=O)c2ccc3c(c2)OCCO3)cc1	13.7	-2.5	24.8	-2.7	7.3	-6.7	14.3	-0.9	-1.9	-9.7
C[C@]12C(=O)N(c3cccc(F)c3)C(=O)N1[C@@H]1c3ccccc3OC[C@@H]1[C@H]2c1ccccc1	31.5	4.2	17.2	-1.3	-3.1	17.0	6.6	-1.1	0.3	-4.7
COC(=O)C1=C(N)OC2=C(C(=O)CC(C)(C)C2)C1c1ccccc1OC (configuration not stated)	.	2.6	-19.4	0.4	2.7	3.5	14.8	-0.4	7.6	-25.1
O=C(CCN1C(=O)[C@@H]2Cc3ccccc3CN2C1=O)Nc1cccc(F)c1	13.9	3.4	-0.9	-2.8	-6.9	1.8	4.9	-0.2	-1.5	-9.8
COc1cccc(C(=O)NCC(c2ccco2)N2CCc3ccccc3C2)c1 (configuration not stated)	5.1	-4.8	-4.6	.	5.8	.	-1.8	2.2	0.1	.
COC(CNC(=O)C(=O)NCC1OCCN1S(=O)(=O)c1ccccc1)OC (configuration not stated)	10.6	-7.6	-6.9	0.2	2.8	2.3	0.7	0.0	0.2	-33.4
CCN1CCN(Cc2c(C)[nH]c3ccc(C(=O)OC)cc3c2=O)CC1	9.3	3.0	-11.3	0.4	1.8	3.5	7.3	-0.7	0.1	-11.1
CC(=O)C(Sc1ccc2nnc(-c3ccc(C)cc3)n2n1)C(C)=O	23.6	2.2	7.4	0.5	10.9	2.6	3.8	0.1	10.7	-22.6
COc1ccc(S(=O)(=O)CCC(=O)NC2CCCCC2)cc1	27.8	-6.3	17.9	4.3	2.6	4.4	-2.6	-0.1	-2.0	-13.3
COc1ccccc1NC(=O)CSc1nc2nc(C)cc(C)c2c(=O)[nH]1	11.3	9.6	6.0	4.6	11.2	1.5	21.5	0.7	?	4.9
O=C(NCc1cccnc1)C(=O)c1c[nH]c2ccccc12	12.1	-5.8	-31.3	-4.2	9.8	6.8	2.3	0.3	-11.1	2.5
c1ccc(-c2nc3nc4ccccc4nc3n2Cc2ccco2)cc1	0.1	7.7	-106.3	2.5	-2.7	1.4	9.6	-19.0	3.7	-33.3
CCn1c(SCC(=O)N=Nc2c(O)[nH]c3ccccc23)nnc1-c1ccc(C(C)(C)C)cc1	7.8	-8.3	-9.6	0.3	-11.7	-1.8	6.6	0.7	-0.1	20.9
Cc1ncc([N+](=O)[O-])n1Cc1ccc(F)cc1	-4.6	2.7	-16.2	-0.8	9.4	3.8	0.6	0.0	-2.0	-15.2
O=C(O)c1c2c(nc3ccc(S(=O)(=O)N4CCC(C(=O)NC5CCCCCC5)CC4)cc13)CCCC2	9.8	9.9	3.2	5.2	49.8	-5.5	12.6	-0.7	3.1	-2.2
COc1ccc(-c2nn(-c3ccccc3)cc2/C=C/C(=O)OCC(=O)Nc2ccccc2C#N)cc1	18.3	-0.4	0.0	-4.7	-2.1	-1.4	-4.4	-0.2	2.2	-17.7
O=C(/C=C/c1cccc(F)c1)Nc1cc(S(=O)(=O)N2CCOCC2)ccc1N1CCCC1	7.9	-1.7	-19.2	-2.5	-11.8	10.4	3.6	-0.2	-4.3	-11.9
COc1ccccc1NC(=S)NNC(=O)c1ccc(Cl)cc1Cl	20.1	20.6	-137.4	-3.2	31.8	3.3	-5.1	4.4	1.1	-52.4
COC(=O)c1nnn(CC(=O)Nc2cccc(OC)c2)c1C(=O)OC	0.7	8.1	10.3	-0.1	5.8	0.8	-0.8	1.2	-4.7	-43.8
CC(=O)NCCSCCNC(C)=O	22.2	-3.0	4.7	-2.5	18.1	2.5	1.6	0.3	8.9	11.9
c1ccc(C2Nc3ccccc3Oc3ccccc32)cc1 (configuration not stated)	12.2	-1.2	-12.4	1.9	0.1	-4.8	22.8	-1.2	2.1	12.1
CCC(=O)N1CCN(c2ccc(NC(=O)COc3ccc(CC)cc3)cc2)CC1	.	27.0	0.7	0.0	67.2*	0.2	-1.2	-18.0	-3.2	1.4
c1ccc(CCNc2ncnc3c2nnn3Cc2ccccc2)cc1	13.6	-1.8	18.0	-2.7	1.4	1.5	0.3	-0.2	-7.4	0.1
CC1CCc2cc(F)ccc2N1C(=O)c1cc2nc(-c3ccco3)cc(C(F)(F)F)n2n1 (configuration not stated)	23.5	-8.2	-9.8	-1.6	-2.4	2.0	-12.7	0.2	-3.6	1.9
CCOc1ccc(-c2cccc(NC(=O)c3cccs3)c2)nn1	31.6	-3.8	-9.2	.	-1.4	.	18.8	0.1	4.0	.
CCOc1ccccc1N(CC(=O)N1CCCCCC1)S(C)(=O)=O	19.3	-1.5	5.3	0.0	-4.8	-1.2	-2.5	0.0	1.5	0.9
COc1ccc(NC(=O)CN(C)C(=O)/C=C/c2cn(-c3ccccc3)nc2-c2ccc(F)cc2)cc1	14.0	6.4	7.5	.	10.7	.	63.1*	0.9	0.7	.
Cc1nc(CCNC(=O)CC2C(=O)NCCN2Cc2ccccc2)sc1C (configuration not stated)	25.2	-2.7	-0.5	-3.0	-8.4	-5.7	-3.6	-0.5	-16.3	-5.4
O=C1NN(c2ccc(F)c(Cl)c2)C(=O)/C1=C\c1cccc(OC(=O)c2cccs2)c1	9.5	4.0	19.4	-0.6	14.9	-3.2	34.2	-0.2	15.7	-3.0
O=C(Cn1cc(C(F)(F)F)ccc1=O)N/N=C/c1cccc(Cl)c1Cl	10.6	-7.0	36.4	2.1	-3.6	4.2	0.7	-0.2	7.4	-7.8
NC(=O)c1nc(-c2cccs2)nc2c1[nH]c(=O)n2-c1ccc(F)cc1	31.5	-3.5	22.0	-4.4	-2.5	1.3	-10.8	-0.1	13.5	-2.0
C=C(C)c1cccc(C(C)(C)NC(=O)N2CC(C)OC(C)C2)c1 (configuration not stated)	12.8	-8.7	8.1	-4.6	-14.2	-3.9	-2.3	-3.2	-2.7	6.5
COc1ccc(-n2nc(C(=O)NCC(=O)N(C)Cc3ccccc3)c3ccccc3c2=O)c(OC)c1	.	-0.2	-18.2	0.9	-0.5	3.9	-2.7	0.2	1.5	-22.4
Cc1ccc(CNS(=O)(=O)CCNC(=O)c2ccccc2)cc1	15.8	-2.9	-3.8	.	-0.4	.	-9.3	0.1	6.4	.
Cc1ccc(S(=O)(=O)N(C)c2cc(S(=O)(=O)N3CCOCC3)c(C)cc2C)cc1	23.2	-0.5	8.1	-2.9	-0.9	-2.4	2.7	0.6	-0.7	21.2
CC1=NN2C(=N)/C(=C\c3cc(C)n(Cc4ccccc4)c3C)C(=O)N=C2S1	7.4	-1.6	14.5	-2.0	9.1	-1.4	23.3	54.7*	-5.4	6.4
CC1=CS(=O)(=O)CC1Sc1nc2ccccc2[nH]1 (configuration not stated)	48.5	-5.3	32.7	3.6	7.4	0.6	-9.7	-0.2	-3.3	-22.7
NC(=O)N/N=C/C=C/c1ccc(F)cc1	22.0	-2.4	1.9	-1.1	13.0	-1.0	-9.3	0.0	-15.4	-18.1
CCCNS(=O)(=O)c1ccc(OCC(=O)N2CCN(c3ccccc3)CC2)cc1	14.0	4.5	-5.6	5.4	-14.8	-6.5	-0.1	-0.4	24.9	-10.5
CN(C)C(=O)c1ccc(OCC(F)(F)F)nc1	1.9	1.9	4.8	-2.6	30.1	-9.8	-5.7	0.7	-0.2	-23.9
CCn1c(CC(C)C)n[nH]c1=S	-2.8	24.6	-1.2	4.4	58.9*	-4.2	-6.3	-0.5	-8.7	-17.8
N#Cc1ccc(Cn2ccnc2C(=O)Nc2ccccc2)cc1	11.2	3.8	-8.6	-2.2	5.4	-1.1	-1.3	0.2	2.8	-19.8
O=c1ccn(CCCBr)c(=O)[nH]1	21.9	0.3	0.2	-0.3	-6.9	1.4	2.8	-0.1	3.4	-31.2
O=C(CCc1nnc(-c2ccc(-c3ccccc3)cc2)o1)NCCc1ccccn1	17.6	-10.6	90.3*	4.0	-17.6	2.5	6.2	-4.1	17.5	-36.8
CC(C(=O)NCc1ccc2c(c1)OCO2)N(c1ccccc1)S(C)(=O)=O (configuration not stated)	11.8	2.3	16.4	-2.5	21.9	-0.9	-5.7	-0.1	-0.3	1.6
COc1ccc(S(=O)(=O)N(CC(=O)NCc2cccnc2)C2CCCCC2)cc1OC	36.6	-4.8	-5.9	4.1	9.6	3.3	-3.1	-0.4	7.7	7.2
CC1=Nc2ccc(Br)cc2C(c2ccccc2)N1CC(=O)NN (configuration not stated)	2.4	3.3	11.1	-0.8	16.9	-6.4	-2.2	-0.5	11.0	-8.0
CCCCn1c(SCC(=O)Nc2nnc(C(C)C)s2)nc2c1c(=O)n(C)c(=O)n2C	4.1	2.5	23.4	2.4	2.1	5.1	-7.6	-0.3	17.9	8.4
Oc1ccc(-c2nccc(-c3ccc(Cl)cc3Cl)n2)cc1	5.0	2.5	-17.6	-1.1	12.7	1.6	2.9	0.1	3.3	-10.9
CC1CC(C)CN(CCCNC(=O)CCNC(=O)Cn2cnc3ccccc3c2=O)C1 (configuration not stated)	38.5	-3.0	-22.7	-1.5	-1.4	1.6	-2.1	1.0	1.3	-13.5
(further entries)
SMILES	AI-2 QS mod	HSF1 inh	aSyn UTR inh	HSP90 refold inh	HSF-1 act	IEC-6 cytotox	SKKanGAS inh	HIF act	Platelet DG rel	KLF5 inhibitor
CCC(C)Nc1nc(-c2ccccn2)nc2ccccc12 (configuration not stated)	47.3	-2.9	68.6*	15.3	-8.4	6.7	88.6*	-0.5	0.4	-7.0
NC(=O)c1cnn2c1NC(c1ccc(F)cc1)CC2C(F)(F)F (configuration not stated)	36.2	-5.8	-4.0	3.7	-3.0	0.0	-2.5	-0.1	-1.3	-8.7
Cc1cc(C)cc(-n2ncc3c2CCCC3NC(=O)c2ccccc2N2CCOCC2)c1 (configuration not stated)	12.8	2.0	-7.0	-1.5	15.0	-0.1	1.0	0.6	8.2	-12.9
Cc1ccc(-n2c(CCC(=O)O)ccc2-c2cccs2)cc1C	6.3	5.3	2.2	-0.9	28.8	-2.2	13.5	0.8	14.4	4.6
Cc1c(-c2nnc(-c3ccc(C(F)(F)F)cc3)o2)cnn1-c1ccccc1	10.8	10.3	-60.7	1.2	32.3	1.6	-4.6	0.1	3.6	-32.7
CCOC(=O)c1c(-c2ccc(OC)c(OC)c2)csc1NC(=O)C1CCCO1 (configuration not stated)	12.5	-3.7	-0.4	3.6	0.1	2.9	1.4	-0.3	3.9	7.2
COC(=O)c1cccc(N(CC(=O)NC2CCCC2)C(=O)CCC(=O)Nc2cc(C)on2)c1	5.6	-0.4	19.4	-3.3	-4.4	3.8	1.7	0.5	9.1	-2.9
